# SR-BI HDL uptake: inhibitors of SR-BI mediated HDL lipid uptake, primary screen, ldlA[mSR-BI] cells, fluorescence, single point; Scavenger receptor class B member 1 (Mus musculus), Q61009; ldlA[mSR-BI] CHO cells, DiI-HDL uptake fluorescence, 3 h; inhibition, % at 12.5 µM; 320,000 tested, 0.96% active; AID 488896, 2010;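 active = mean replicate inhibition of at least 70% and a set share of replicates each scoring 70 or more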;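 also: 0% = median of neutral control wells and 100% = median of positive control wells; values of inactives mirror those of a sister screen read the other way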
# Target sequence (Q61009 whole entry, looked up): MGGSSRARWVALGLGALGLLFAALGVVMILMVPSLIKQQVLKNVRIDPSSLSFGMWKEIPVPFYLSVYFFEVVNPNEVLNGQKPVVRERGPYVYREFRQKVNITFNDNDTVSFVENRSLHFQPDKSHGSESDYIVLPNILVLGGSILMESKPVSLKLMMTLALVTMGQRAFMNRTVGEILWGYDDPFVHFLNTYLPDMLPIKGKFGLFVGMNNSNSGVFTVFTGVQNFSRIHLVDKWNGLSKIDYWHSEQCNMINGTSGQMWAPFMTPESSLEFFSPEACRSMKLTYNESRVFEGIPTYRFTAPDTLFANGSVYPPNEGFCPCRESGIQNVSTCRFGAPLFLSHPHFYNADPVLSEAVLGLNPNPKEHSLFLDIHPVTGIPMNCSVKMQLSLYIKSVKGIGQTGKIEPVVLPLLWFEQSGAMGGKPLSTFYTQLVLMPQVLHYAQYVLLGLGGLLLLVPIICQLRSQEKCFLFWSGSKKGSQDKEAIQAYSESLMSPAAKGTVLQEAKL
# CAL PDZ FP-1: untagged CAL PDZ binding inhibitors, primary screen, biochemical, fluorescence polarization, HTS; Golgi-associated PDZ and coiled-coil motif-containing protein (Homo sapiens), Q9HD26; purified CAL PDZ, TMR-peptide fluorescence polarization, 1 h; inhibition, % at 24.9 µM; 300,000 tested, 0.92% active; AID 602252, 2012;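 active = mean inhibition of at least 30% with at least half of replicates also reaching 30%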;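 also: 0% = DMSO neutral control and 100% = excess unlabeled competitor peptide PRC23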
# Wnt act: Wnt/beta-catenin pathway activators, primary screen, cell-based, plate reader, single point | Wnt/beta-catenin reporter cell assay, activator | activation, % at 9.35 µM | 300,000 tested, 1.2% active; in the data active = activation above about 30%, passing the limit was not always enough;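 also: 0% = neutral control wells and 100% = positive control wells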
# Ecoli viability: E. coli V3065 growth inhibition, primary screen, counter-screen for AddAB inhibitor project, absorbance, OD600. 18 h. inhibition, % at 11.9 µM. 330,000 tested, 0.27% active;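 active = inhibition above the campaign's mean inhibition across all tested compounds plus 3 SD, cut at about 9.9% in these data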;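 also: uninfected addAB+ strain grown without phage in ampicillin broth; 0% = DMSO wells and 100% = ciprofloxacin 0.95 µg/ml wells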
# MITF act: activators of MITF-driven TRPM1 promoter reporter, primary screen, cell-based, SK-MEL-5, luciferase, single point. SK-MEL-5 TRPM1-promoter luciferase, 24 h; % of positive control, neutral wells = 0. activation, % at 12.5 µM. 300,000 tested, 0.75% active;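 active = mean activation of at least 80% with every replicate also reaching 80%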;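 also: 0% = neutral control wells and 100% = parthenolide positive control wells; values of inactives mirror those of a sister screen read the other way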
# AddAB inh: growth inhibition of E. coli expressing H. pylori AddAB, primary screen, AddAB inhibitor project, absorbance. inhibition, % at 11.9 µM. 330,000 tested, 0.29% active; in the data active = inhibition above about 12%;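 also: 0% = vehicle wells of infected cells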
# phage Ecoli inh: growth loss of phage-infected E. coli, primary screen, RecBCD inhibitor project, absorbance, with phage, HTS. inhibition, % at 11.9 µM. 360,000 tested, 0.26% active; in the data active = inhibition above about 11%
# SR-BI uptake up: activators of SR-BI mediated DiI-HDL uptake, primary screen, ldlA[mSR-BI] CHO cells, DiI fluorescence. 3 h; 100 = double the neutral-control signal. activation, % at 12.5 µM. 320,000 tested, 0.096% active;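 active = mean replicate activation of at least 60% and every replicate at or above 60%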;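 also: 0% = median plate neutral-control signal and 100% = twice that signal; values of inactives mirror those of a sister screen read the other way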
#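 Assay system: LDL receptor-deficient CHO ldlA cells overexpressing murine SR-BI / Medium: BSA-supplemented, HEPES-buffered Ham's F12, pH 7.4 / Probe or stimulus: DiI-labelled HDL at 10 µg/mL final / Timing: compound with DiI-HDL co-incubation, 3 h at 37 °C / Technique: bottom-read cell fluorescence after medium removal, ex 550/em 595 nm / Measure: HDL uptake via cellular fluorescence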
# CAL PDZ FP-2: CAL PDZ peptide-binding inhibitors, primary screen, biochemical, fluorescence polarization, Cer-tagged CAL PDZ, HTS; inhibition, % at 20 µM; Golgi-associated PDZ and coiled-coil motif-containing protein (Homo sapiens), Q9HD26; 330,000 tested, 0.02% active; AID 504414, 2011; purified CAL PDZ, TMR-peptide fluorescence polarization, 1 h;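 active = highest replicate inhibition of at least 40%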;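 also: plate controls were DMSO neutral control wells for no effect and unlabeled competitor peptide control wells for full effect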
#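 material = purified tagged CAL PDZ domain construct (CerCALP) | compound dosing = 20 µM, one dose | times = 1 h at RT | measured by = fluorescence polarization from S- and P-plane intensities, G-factor corrected | read-out = inhibition from polarization loss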
# Tat transport: E. coli Tat export inhibitors, primary screen, MC4100, TorA-mCherry reporter, fluorescence, single point | AID 488895, 2010 | inhibition, % at 10 µM | 340,000 tested, 0.036% active;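 active = mean replicate inhibition at least 50% and at least half of replicates individually reaching 50%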;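 also: exported cargo escapes ClpAP degradation while cytoplasmic cargo is degraded and loses fluorescence; 0% = median of neutral control wells and 100% = median of NaSCN control wells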
# The depositor's hits bear a star; nt = no result given; & = joins results of further samples.
SMILES	SR-BI HDL uptake	CAL PDZ FP-1	Wnt act	Ecoli viability	MITF act	AddAB inh	phage Ecoli inh	SR-BI uptake up	CAL PDZ FP-2	Tat transport
O=C(COc1ccccc1)Nc1nc(-c2cccs2)cs1	-27	-3	-3	2.9	13	-0.5	3.0	27	-1.9	14
COc1cc(/C=N/Nc2cccc(C)c2)ccc1OC(=O)c1cccs1	-40	-1	nt	1.8	-3	-2.9	4.9	40	-0.8	0
O=C1CCCC/C1=C/Nc1ccc2c(c1)OCO2	-7	nt	25	0.9	29	-0.5	4.4	7	-0.1	-10
O=c1cc(NS(=O)(=O)c2ccccc2)nc(SCc2ccccc2Cl)[nH]1	-13	-4	nt	-0.9	3	0.5	1.0	13	-1.0	-3
COc1ccc(C2=NN(C(=O)CSc3nnnn3C)C(c3ccco3)C2)cc1 (centres undefined)	0	-1	1	-0.9	7	1.5	1.8	0	0.0	13
O=C(O)c1cccc(-n2c(/C=C/c3ccc([N+](=O)[O-])cc3)nc3ccccc3c2=O)c1	-18	-2	0	0.9	-10	0.0	1.0	18	-0.7	10
COc1ccc(S(=O)(=O)N2CCN(C(=O)CNC(=O)c3ccc4c(c3)OCO4)CC2)cc1	12	-2	0	5.8	-6	2.6	0.5	-12	-1.7	1
O=c1c2cccc(Cl)c2nc2n1Cc1ccccc1-2	nt	-2	39*	-0.2	nt	4.2	0.9	nt	0.3	-1
CSc1cccc(NC(=O)c2cc(S(=O)(=O)N3CCCC3)cn2C)c1	35	-4	-4	0.4	nt	2.4	0.9	-35	-1.9	-7
CCSC1=N/C(=C\c2ccc3c(c2)OCO3)C(=O)S1	-19	4	nt	-2.9	-9	0.5	0.3	19	-3.7	23
Cc1ccccc1C(=O)Nc1cccc(C(=O)Nc2ccccc2C(=O)O)c1	-8	nt	-1	0.2	nt	4.2	2.3	8	-2.5	-4
COc1cc(/C=C2\N=C(C)OC2=O)cc(OC)c1OC	-31	-6	1	1.2	-7	-1.2	-0.5	31	-13	-8
O=C(c1ccc2c(=O)n(CC3CCCO3)c(=S)[nH]c2c1)N1CCN(c2ccccc2)CC1 (centres undefined)	-40	-1	-5&-1	0.4	5	1.7	3.7	40	-1.3	5
COc1ccc(C2c3[nH]c4ccccc4c3CCN2CCCn2cccn2)c(C)c1C (centres undefined)	16	-3	-8	1.3	-16	0.9	3.3	-16	-1.7	-7
COc1ccc2nc(C)cc(SCC(=O)Nc3c(C)cccc3C)c2c1	20	-3	nt	0.3	-1	0.6	2.6	-20	-3.1	-2

# Compound profiles (already shown). Order of screens: SR-BI HDL uptake, CAL PDZ FP-1, Wnt act, Ecoli viability, MITF act, AddAB inh, phage Ecoli inh, SR-BI uptake up, CAL PDZ FP-2, Tat transport
# Shown for COc1ccc(C2=NN(C(=O)CSc3nnnn3C)C(c3ccco3)C2)cc1 (centres undefined) → 0, -1, 1, -0.9, 7, 1.5, 1.8, 0, 0.0, 13
# Shown for O=c1cc(NS(=O)(=O)c2ccccc2)nc(SCc2ccccc2Cl)[nH]1 → -13, -4, nt, -0.9, 3, 0.5, 1.0, 13, -1.0, -3
# Shown for COc1cc(/C=N/Nc2cccc(C)c2)ccc1OC(=O)c1cccs1 → -40, -1, nt, 1.8, -3, -2.9, 4.9, 40, -0.8, 0
# Shown for COc1ccc2nc(C)cc(SCC(=O)Nc3c(C)cccc3C)c2c1 → 20, -3, nt, 0.3, -1, 0.6, 2.6, -20, -3.1, -2

# The list goes on:
SMILES	SR-BI HDL uptake	CAL PDZ FP-1	Wnt act	Ecoli viability	MITF act	AddAB inh	phage Ecoli inh	SR-BI uptake up	CAL PDZ FP-2	Tat transport
CCC(CO)Oc1cc(NCc2cccc(C)c2)c2ncn(C(C)C)c2c1 (centres undefined)	19	-1	-5	-2.1	0	1.4	-0.2	-19	-0.7	12
CC(=O)n1c(C=Nc2ccccc2)c(O)c2ccccc21	17	0	-5	-0.9	22	-1.6	4.0	-17	-2.6	10
CC1CCN(C(=O)CSc2nnc(-c3ccccc3F)o2)CC1	nt	4	2	0.2	11	3.9	1.5	nt	-1.7	3
CCOC(=O)Cn1cnc2sc(C(=O)OC)c(C)c2c1=O	-7	-5	-2	-0.3	6	4.0	2.6	7	-0.6	-2
COc1ccc(C(=O)Nc2cccc3c2CCCC3)cc1	10	-1	3	-0.2	nt	0.9	2.1	-10	-0.7	7
CC(C)c1ccc2c(c1)c(SC(C)(C)C)c(CC(C)(C)C(=O)O)n2Cc1ccc(Cl)cc1	22	-2	-4	-3.4&-0.3	-11	-3.6&-1.6	1.0	-22	-0.2	-9
COc1cccc(OCC(=O)NNC(=O)C(=O)Nc2ccc(OC)cc2OC)c1	0	-1	-3	-3.8	6	-1.0	-0.5	0	-2.3	25
CN(CC(=O)OCC(=O)NCc1ccccc1)S(=O)(=O)c1ccc(Cl)cc1	-14	nt	-2	-1.1	14	0.0	1.4	14	-0.6	-1
CCN(CC)C(=O)CC1(c2ccccc2OC)CCOC(C(C)C)C1 (centres undefined)	15	-3	nt	-0.7	nt	-0.7	3.0	-15	2.5	3
COc1cccc(NC(=O)CSc2nc(C)cs2)c1	-16	-8	-1	-0.2	nt	5.9	3.4	16	-0.6	-1
NC(=O)c1ccc(NC(=O)CCc2nc3sc4c(c3c(=O)[nH]2)CCCC4)cc1	-7	-2	1	-1.0	-8	-0.5	-1.0	7	-1.2	1
COCCn1c(SCC(=O)Nc2nnc(C)s2)nnc1-c1ccoc1C	3	nt	0	-1.5	-6	-1.8	2.4	-3	0.0	-12
CCOC(=O)N1CCN(S(=O)(=O)c2c(C(=O)N3CCCCC3)c(C)n(C)c2C)CC1	-58	-4	1	-1.2	0	3.5	-1.2	nt	-2.0	-12
CC(=O)c1ccc(S(=O)(=O)N2CCN(C(=O)CSC(=S)N3CCCC3)CC2)cc1	13	-3	-10	-0.4	6	0.6	5.8	-13	0.0	3
COCCn1c(-c2ccc(-c3ccccc3Cl)o2)nc2c1c(=O)[nH]c(=O)n2CC(C)C	27	1	2	-0.9	-10	1.0	0.8	nt	-1.9	0

# Arranged by value in MITF act (rising): three from the list above
Molecule,MITF act
COc1ccc2nc(C)cc(SCC(=O)Nc3c(C)cccc3C)c2c1,-1
CC(=O)c1ccc(S(=O)(=O)N2CCN(C(=O)CSC(=S)N3CCCC3)CC2)cc1,6
O=C(COc1ccccc1)Nc1nc(-c2cccs2)cs1,13

# New compounds follow.
SMILES	SR-BI HDL uptake	CAL PDZ FP-1	Wnt act	Ecoli viability	MITF act	AddAB inh	phage Ecoli inh	SR-BI uptake up	CAL PDZ FP-2	Tat transport
O=C(c1ccccc1-c1ccccc1)N1CCCCC1	-7	-2	0	-1.3	3	-0.2	5.2	7	-3.3	0
O=C(O)C1CCC(N2C(=O)C3CCCCC3C2=O)CC1 (centres undefined)	4	-7	nt	-1.4	6	1.2	2.7	-4	-0.1	0
CCOC(=O)CNC(=O)CNC(=O)c1ccc(OCC(C)C)cc1	0	-3	nt	-2.3	-5	-1.9	-1.8	0	-2.8	0
c1ccc(NC2=NCCCCS2)cc1	-48	-4	5	-2.0	-9	1.7	2.5	48	-0.2	-6
CCCCn1c(=O)[nH]c(=O)c2c1nc(-c1ccncc1)n2CCOC	-25	-2	nt	-4.5	-13	0.7	1.3	25	nt	-8
Cc1cccc(C)c1OCCn1nc(C(=O)O)c2ccccc2c1=O	29	-5	-1	0.8	7	4.3	1.3	-29	-0.4	-4
O=C(NCCN1CCCC1)c1ccccc1Cl	-16	3	0	0.3	1	-0.2	4.5	16	-0.6	-90
O=C(c1ccccc1)N1CCN(CCc2ccccn2)CC1	nt	-1	-1	-1.9	-4	0.7	3.1	nt	-2.2	0
O=C(c1cc(S(=O)(=O)N2CCOCC2)ccc1Cl)N1CCOCC1	-28	-2	-2	-1.5	5	-0.3	1.6	28	-1.5	5
CCOCCCNC(=O)CN1C(=O)CSc2ccc(S(=O)(=O)N3CCOCC3)cc21	-6	-1	-1	0.2	13	0.8	1.4	6	-3.6	1
COc1ccc2oc(C(=O)OCC(=O)N(C)C3CCS(=O)(=O)C3)c(C)c2c1 (centres undefined)	17	nt	2	1.7	-1	0.0	3.5	-17	0.2	-2
Cc1nnc(SCC(=O)Nc2ccc3c(c2)OCO3)[nH]c1=O	-30	-4	1	-2.7	-17	2.4	2.0	30	-0.1	-3
c1ccc2c(c1)-c1cccc3cncc-2c13	5	-5	7	nt	19	nt	0.9	-5	-0.7	-3
O=C(CSc1ncn[nH]1)NCc1ccc(Cl)cc1	-2	-7	-1	0.9	-7	2.9	0.8	2	-2.7	0
COc1ccc(C(=O)OCC(=O)c2ccccc2)cc1S(=O)(=O)N1CCOCC1	-2	2	-2	-1.7	5	2.6	1.9	2	-1.1	9

# Next section
SMILES	SR-BI HDL uptake	CAL PDZ FP-1	Wnt act	Ecoli viability	MITF act	AddAB inh	phage Ecoli inh	SR-BI uptake up	CAL PDZ FP-2	Tat transport
C=CCc1c(C)nc(SC)nc1Nc1ccc(C(C)=O)cc1	60	-8	10	0.6	36	2.4	1.4	-60	-1.8	11
CNC(=O)c1c(NC(=O)c2ccc(S(=O)(=O)N3CCCCC3C)cc2)sc2c1CCN(C)C2 (centres undefined)	-16	-5	3	-2.2	-11	2.7	4.7	16	-3.0	-1
O=C(Cn1ccc2cc(S(=O)(=O)N3CCCC3)ccc21)NCCc1ccccc1	-22	-1	-3	-0.8	14	0.0	1.6	22	-3.0	-1
COc1ccccc1CNC(=O)COC(=O)c1ccc(N2CCCC2=O)cc1	4	-7	-2	0.3	-1	-1.3	1.6	-4	0.3	4
CSc1cccc(NC(=O)c2cnn3ccccc23)c1	29	-4	40*	0.7	104*	4.0	0.9	-29	-2.3	4
COc1ccc(Br)cc1C(=O)Nc1cccc2ncccc12	61	-4	0	-0.1	18	2.0	2.9	-61	-5.4	1
Cc1cc(NC(=O)Nc2ccc(Cl)cc2)no1	5	-1	8	2.1	44	5.2	4.1	-5	-1.5	2
CCC(C)NC(=O)C1(NC(=O)Nc2ccccc2)CCCCC1 (centres undefined)	1	nt	0	-0.7	0	0.0	2.3	-1	-0.6	7
O=C(c1cnn(-c2ccccc2)c1-n1cccc1)N1CCN(C2CCCCC2)CC1	-5	nt	-2	0.8	nt	-0.7	1.4	5	0.0	-4
Cc1ccc(NC(=O)c2cc(-c3ccco3)on2)cc1	-2	nt	nt	1.5	90*	1.3	1.3	2	0.0	2
CCCn1nc(NC(=O)c2cccs2)c2cc3cccc(C)c3nc21	nt	nt	1	-0.4	nt	-0.7	-1.9	nt	nt	nt

# Assay outcomes from PubChem.
